# sdo1 growth = restores growth of sdo1-depleted yeast; AID 817; z-score at 10 µM; S. cerevisiae sdo1-depleted JHY4D growth rescue, OD600 30 h; active compounds read high; pdr5 snq2 efflux-pump mutant strain; actives 0.21% (n = 140,000);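 active = z-score above 3 at both the 24 hr and the 30 hr optical density reads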;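 also: z-score against mean and SD of all compound wells on the same plate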
# INS promoter inh = TRM-6 insulin promoter activity inhibition; TRM-6 cells (human fetal islet line), insulin promoter-eGFP reporter, imaging; reporter expression induced with tamoxifen; inhibition, % at 2 µM; AID 1273; actives 0.9% (n = 130,000);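 active = inhibition above the mean plus 3 SD, with well images judged a real hit on visual review, cut at about 60% in these data, passing the limit was not always enough; inconclusive = inhibition over the cutoff but images rejected on review; inactive = inhibition not above the cutoff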
# sdo1 growth Rescue 24 h = further read-out of sdo1 growth, marked with its call; z-score; S. cerevisiae sdo1-depleted JHY4D growth rescue, OD600; measured here: growth rescue at 24 h;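 0 is the plate mean of compound wells and units are plate SD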
# Starred values were filed as active, the others as inactive; i = inactive; u = inconclusive; x = no result given; & = joins results of further samples. Only part of the results is shown, so the mix of outcomes need not match the whole.
# Value order: sdo1 growth Rescue 24 h, INS promoter inh, sdo1 growth
- Cc1nn(-c2ccccc2)c2c1C(c1ccc(O)c(O)c1)N1C(=N2)C(Nc2ccccc2)=Nc2ccccc21 (configuration not stated)
  0.05, -8, -1.4
- O=S(=O)(c1ccccc1)c1cc(O)ccc1O
  x, 0, x
- CNc1ccccc1C(=O)OCC(C)=O
  -0.06, -10, 0.52
- CC(C)(C)C1=CC(=O)C(N2CCOCC2)=CC1=O
  -0.58, -6, -0.27
- NC(=O)C1CCN(c2ncnc3c2c(-c2ccccc2)cn3-c2ccccc2)CC1
  -0.5, x, -0.57
- O=C(OC1CCOC1=O)c1cncc(Br)c1 (configuration not stated)
  0.06, -41, -0.05
- Cc1ccc(S(=O)(=O)N2CCOCC2)cc1NC(=O)COC(=O)CCC(=O)c1cccs1
  -0.17, 46, 0.58
- CC(=O)N1CCc2ccc(S(=O)(=O)N3CCN(C)CC3)cc21
  -0.12, -27, 0.55
- CNC(=O)C1CC(=O)N(Cc2ccccc2)C(=Nc2ccc(OC)cc2)S1 (configuration not stated)
  -0.24, -54, 0.15
- Cc1ccc2c(Cl)cc(Cl)c(OCC(=O)NC3CCS(=O)(=O)C3)c2n1 (configuration not stated)
  x, -150, x
- Cc1ccc(C)n1NC(=O)c1ccc(Cl)cc1Cl
  -0.36, 54, -0.72
- CC(=O)N1CCN(S(=O)(=O)c2cccc(C(=O)Nc3ccccc3N3CCOCC3)c2)CC1
  x, -43, x
- COCCN1C(=O)C(=O)/C(=C(/O)c2ccc(S(=O)(=O)N3CCOCC3)cc2)C1c1ccc(C(C)C)cc1 (configuration not stated)
  -0.32, 4, 0.42
- COC(=O)Cc1cc(=O)[nH]c(/N=C(\N)Nc2ccc(C)cc2)n1
  0.63, -407, 0.52
- Cc1ccc(Nc2nc(C(=O)NCCCN3CCOCC3)cs2)cc1
  -0.72, -27, -0.43

# Grouped by structure: the compounds so far with a halogen.
# Value order: sdo1 growth Rescue 24 h, INS promoter inh, sdo1 growth
- O=C(OC1CCOC1=O)c1cncc(Br)c1 (configuration not stated)
  0.06, -41, -0.05
- Cc1ccc2c(Cl)cc(Cl)c(OCC(=O)NC3CCS(=O)(=O)C3)c2n1 (configuration not stated)
  x, -150, x
- Cc1ccc(C)n1NC(=O)c1ccc(Cl)cc1Cl
  -0.36, 54, -0.72

# (further entries)
# Value order: sdo1 growth Rescue 24 h, INS promoter inh, sdo1 growth
- Cc1nc(/C=C/c2ccccc2)[nH]c(=O)c1-c1ccccc1
  0.27, -36, -0.4
- CCSc1ccc(C(=O)Nc2cccc(C)n2)cc1[N+](=O)[O-]
  2, -12, 0.87
- O=C(Nc1cccnc1)c1cc(-c2ccc(Br)cc2)on1
  -1.5, x, -1.7
- Cc1c(O)ccc(C(=O)COc2ccc(F)cc2)c1O
  0.37, -44, -1.2
- Cc1ccc(N(C(=O)CC2NC(=O)NC2=O)C2(C(=O)NC3CCCC3)CCCCC2)cc1 (configuration not stated)
  0.23, x, 0.48
- CC1CC(N(C(=O)c2ccc(Cl)cc2)c2ccccc2)c2ccccc2N1C(=O)c1ccco1 (configuration not stated)
  0.58, -129, -0.36
- O=C(COC(=O)C1=COCCO1)NCc1ccc(Cl)cc1
  x, -30, x
- Cc1nn(C)c(C)c1S(=O)(=O)NC1CCCc2ccccc21 (configuration not stated)
  1.8, x, 1.9
- CN(CCc1ccccn1)Cc1ccc(Cl)cc1
  -0.34, u, 0.06
- Cc1ccc2c(c1)C1CCCC3C1N2CC(=O)N3Cc1ccccc1 (configuration not stated)
  -0.53, -26, -1.2
- O=C1NCCCC1C(=O)N/N=C/c1ccccc1O (configuration not stated)
  0.03, -47, 0.57
- Cc1cc2cc3c(N)[nH]nc3nc2cc1C
  -1.2, -2, -0.24
- CCN(CC(=O)Nc1cccc(OC)c1)CC(=O)Nc1ccc(C)cc1Cl
  x, -64, x
- O=C(Nc1cccc(-c2cn3cccnc3n2)c1)c1ccco1
  0.43, -18, 1.6
- CCOC(=O)CC(NC(=O)Cc1ccccc1)c1ccccc1Cl (configuration not stated)
  0.53, -56, 0.57

# Single records (already shown). Screens in order: sdo1 growth Rescue 24 h | INS promoter inh | sdo1 growth
# `O=S(=O)(c1ccccc1)c1cc(O)ccc1O` reads x | 0 | x
# `CNC(=O)C1CC(=O)N(Cc2ccccc2)C(=Nc2ccc(OC)cc2)S1` (configuration not stated) reads -0.24 | -54 | 0.15
# `Cc1nn(C)c(C)c1S(=O)(=O)NC1CCCc2ccccc21` (configuration not stated) reads 1.8 | x | 1.9
# `CC(C)(C)C1=CC(=O)C(N2CCOCC2)=CC1=O` reads -0.58 | -6 | -0.27
# `Cc1ccc(S(=O)(=O)N2CCOCC2)cc1NC(=O)COC(=O)CCC(=O)c1cccs1` reads -0.17 | 46 | 0.58

# Later entries:
# Value order: sdo1 growth Rescue 24 h, INS promoter inh, sdo1 growth
- O=C(Nc1cccnc1Cl)c1cccnc1Cl
  -0.59, -25, 0.08
- CC(C)Oc1cccc(C(=O)NC(=S)NCc2cccnc2)c1
  0.17, -19, 0.47
- Cc1nn(-c2ccccc2)c(C)c1/C=N/NC(=O)CSc1nnc(SCc2cccc3ccccc23)s1
  1.2, 0, 0.59
- CCNC(=S)NNC(=O)Cn1nc(C)cc1C
  -0.76, x, 0.06
- Cc1cc(C)c2nc(NNC(=O)c3ccc(S(=O)(=O)N4CCCCC4)cc3)sc2c1
  -1.3, 17, -1.8
- CCOC(=O)c1c(C)c(C(=O)Nc2cc(OC)ccc2OC)c(C)n1CC
  -0.66, x, -0.74
- Cc1ccc(NS(=O)(=O)c2ccc(NC(=O)c3cccs3)cc2)cc1
  -0.53, 23, -0.13
- Cc1cccc(NC(=S)N(CCCN2CCOCC2)Cc2cn(C)c3ccccc23)c1
  0.6, 47, 0.39
- COc1ccc(OCCn2cc(/C(N)=N/O)c3ccccc32)cc1
  0.11, -29, 0.29
- COc1ccc(/C=N/NC(=O)CCSc2nc3ccccc3s2)cc1
  -0.85, -15, -0.79
- CSc1nc(N2CCOCC2)c2c3c(sc2n1)CCCC3
  -0.65, 23, -1.3
- COc1ccc(CC(=O)O/N=C(\N)Cc2cccc3ccccc23)cc1OC
  -1.5, x, -1.3
- Cc1ccc(N(Cc2cc3ccccc3[nH]c2=O)S(=O)(=O)c2ccccc2)cc1
  -0.76, x, -0.74
- C=CCN1C(=O)NC(c2ccccc2)(C(F)(F)F)S/C1=C(\C#N)c1nnc(N2CCOCC2)n1-c1ccccc1 (configuration not stated)
  0.37, 22, 1.1
- C/C(CC(=O)Nc1cccc2c1CCCC2)=N\NC(=O)c1ccccc1N
  0.35, 35, 0.81
- COc1ccc(C2=CC(=O)OC(C)(c3ccccc3)O2)cc1 (configuration not stated)
  -0.24, 2, -0.56
- O=C(Cc1ccccc1)Nc1ccc(C(=O)O)cc1
  0.76, -53, 1.4
- CCOC(=O)N1CCN(C(=O)c2ccc(N(Cc3ccc(C)cc3)S(C)(=O)=O)cc2)CC1
  -1, -50, 0.05
- CSc1c(CC(=O)Nc2ccccc2C(F)(F)F)n(Cc2ccccc2)c2ccccc12
  0.25, x, -0.56
- COCCn1c(C)cc(C(=O)CSc2nc3nc(C)cc(C)n3n2)c1C
  0.03, 0, 0.65
- Cc1cc(Cl)ccc1OC(C)C(=O)N1CCCN(C(=O)C(C)Oc2ccc(Cl)cc2C)CC1 (configuration not stated)
  -0.45, i, -1.2
- c1ccc2c(N3CCCC3)nc(-c3ccncc3)nc2c1
  -1.4, 6, -2.1
- COC(=O)/C=C/c1ccsc1NC(C)=O
  0.5, 8, 0.74
- COc1ccc(/C=C2\NC(=S)N(CC3CCCO3)C2=O)c(OC)c1 (configuration not stated)
  -0.52, x, -0.55
- O=Cc1c(C(=O)O)n(CC(=O)O)c2ccccc12
  1, x, 0.78
- O=C(CSc1nccn1-c1ccccc1)Nc1ccc2c(c1)OCO2
  -0.73, -39, -0.57
- CC1=NN(c2ccccc2)C(=O)C1(C)C
  0.61, 14, 1.3
- CC(C)NS(=O)(=O)c1ccc(N2C(=O)c3ccccc3C2=O)cc1
  -0.9, x, -0.51
- O=c1nc2n(c3ccc(Br)cc13)CCS2
  -0.61, 58, -0.79
- CCC(=NC(C)c1ccccc1)c1c(O)n(C)c(=O)n(C)c1=O (configuration not stated)
  -1, 81*, -1.1
- CC1(c2ccc3c(c2)OCO3)NC(=O)N(CC(=O)Nc2ccc(N3CCOCC3)cc2)C1=O (configuration not stated)
  -0.69, x, 0.4
- OCCOCCn1c2ccccc2c2ccccc21
  -1.8, x, -2.1
- COc1cc(Cl)c(C)cc1NC(=O)CNC(C)c1ccccc1OC (configuration not stated)
  x, -58, x
- CCCCCCCCNC(=O)/C(C#N)=C/c1ccc2c(c1)OCCO2
  -0.77, x, -0.21
- CC(=O)c1ccc(NC(=O)Nc2ccc(NS(=O)(=O)c3ccc(C)cc3)cc2)cc1
  0.9, 3, 1.4
- CSc1ccc(/C=N/NC(=O)c2cc(O)cc(O)c2)cc1
  -0.79, 21, 0.31
- O=C(O)C1CCCCN1S(=O)(=O)c1cccc2nsnc12 (configuration not stated)
  -0.46, x, 0.11
- O=S(=O)(c1cccc(S(=O)(=O)N2CCC(N3CCCCC3)CC2)c1)N1CCOCC1
  0.12, i, 0.31
- COCc1cc(=O)n2[nH]c(-c3ccccc3)cc2n1
  -0.85, 10, -0.09
- O=c1[nH]cc(C(F)(F)F)cc1NS(=O)(=O)c1ccccc1[N+](=O)[O-]
  x, -17, x
- O=C(NCc1cccs1)C1CCCN1C(=O)NC1CCCCC1 (configuration not stated)
  -0.58, x, 0.73
- O=C(Nc1ccccc1NC(=O)c1ccco1)c1ccco1
  -0.77, x, -0.23
- CCOc1cc2[nH]c(=S)n(CCCN(CC)CC)c(=O)c2cc1OCC
  0.83, -14, 0.93
- Cc1cc(C)n(CC(=O)N/N=C/c2ccc(C)o2)n1
  -1.3, -33, -0.43
- Nc1ncnc2nc(SCc3ccc(Cl)cc3Cl)[nH]c12
  0.5, 3, 0.21
- Cc1ccc(-n2c(Cc3cccn3C)nnc2SCC(=O)NCc2ccco2)cc1
  1.3, 0, 1.1
- O=C(Nc1ccc(-c2nc3ccccc3s2)cc1)c1cc(-n2cnnc2)ccc1Cl
  1.8, x, 0.19
- CC(C)CC(NS(=O)(=O)c1ccc2c(c1)oc(=O)n2C)C(=O)N1CC=C(c2ccccc2)CC1 (configuration not stated)
  -0.61, x, -0.59
- CCOC(=O)c1sc(C)c2c1NC(C)(c1cccc3ccccc13)NC2=O (configuration not stated)
  -0.4, x, -2
- Cn1c(=N)n(CC(=O)c2cccs2)c2ccccc21
  -0.34, -16, -0.01
- CC1(C)C(c2ccco2)=[N+]([O-])C2(CCCCC2=O)N1O (configuration not stated)
  0.65, 0, 0.75
- CNC(=S)N/N=C(\C)c1ccc(N2CCOCC2)cc1
  2.8, x, 2.3
- Cc1cc(C)c[n+](-c2nc3ccccc3nc2C(=C=[N-])C#N)c1
  0.54, 27&-25, 0.73
- O=C(CSc1nc2ccccc2c(=O)n1CCC(=O)N1CCN(c2ccccc2)CC1)NCC1CCCO1 (configuration not stated)
  x, -47, x
- O=C(COC(=O)C1CC(=O)N(c2nc(-c3ccccc3)cs2)C1)c1ccccc1 (configuration not stated)
  0.96, 46, 0.49
- CCN(C(=O)CSc1nc2cc(C(F)(F)F)ccc2n1Cc1ccccc1)C1CCS(=O)(=O)C1 (configuration not stated)
  -0.56, 6, -0.43
- COc1ccc2c(C)c(C(=O)O)oc2c1
  0.43, -32, 0.53
- CCN(CC)S(=O)(=O)c1cccc(-c2n[nH]c(=S)n2/N=C/c2ccc(C(=O)OC)cc2)c1
  -0.92, 28, -0.53
- COc1ccc(OCCCC(=O)Nc2ccc3c(c2)OCO3)cc1
  0.37, -75, 0.94
- Cc1cc(NC(=O)/C=C/c2cccc(F)c2)n(-c2nc3ccccc3[nH]2)n1
  0.6, 22, -0.49

# Next part.
# Value order: sdo1 growth Rescue 24 h, INS promoter inh, sdo1 growth
- COc1ccc(N2CCN(S(=O)(=O)c3ccc(Cl)s3)CC2)cc1
  x, -2, x
- NC(=O)CSc1nc2cc3c(cc2c(=O)n1CCCC(=O)NCc1ccc2c(c1)OCO2)OCO3
  0.78, -31, 0.1
- CC(C)(C)NC(=O)CSc1nnc(-c2ccncc2)o1
  1.4, -192, 2.2
- Cn1c(=O)c2c(nc(SCCN3CCOCC3)n2Cc2cccc3ccccc23)n(C)c1=O
  1.8, 40, -0.07
- COc1cccc2cc(C(=O)N3CCN(c4ccc(C)cc4C)CC3)c(=O)oc12
  -0.76, x, -1.1
- O=C(CSc1nnc(C2COc3ccccc3O2)o1)N1CCCc2ccccc21 (configuration not stated)
  -0.36, 24, -1.6
- Nc1ccc(Nc2ccccc2)c(Cl)c1
  -0.43, x, 0.43
- CCOC(=O)COc1ccccc1/C=C1\NC(=O)NC1=O
  x, -21, x
- O=C(COC(=O)C1CCN(S(=O)(=O)c2cccs2)CC1)Nc1ccccc1Br
  x, 27, x
- CCOC(=O)CSc1nc2cc(C(=O)OC)ccc2c(=O)n1CCN1CCOCC1
  0.57, 17, 0.43
- Cc1ccc(/C=N/NC(=O)CNC(=O)COc2ccccc2)cc1
  -0.42, x, 0.35
- CCC(C)(C)NC(=O)CN(C(=O)c1snc(C(N)=O)c1N)c1ccc2nc(C)sc2c1
  x, 25, x
- O=C(NCCC1=CCCCC1)C(c1ccccc1)c1ccccc1
  1.5, 7, 0.32
- O=C(C1CCN(S(=O)(=O)c2cccc3nsnc23)CC1)N1CCn2c1nc1ccccc12
  -0.29, -8, -0.38

# Source: PubChem BioAssay
